# Compound activity from PubChem.
# D1 antag – Antagonist of Human D 1 Dopamine Receptor: qHTS; activity change, negative = inhibition, % at 10 µM; HEK293 TREx D1 cells, calcium flux, dopamine EC80; hits give low values; D(1A) dopamine receptor (Homo sapiens), P21728; 3.2% of 360,000 active; AID 504652, 2011; in the data active means activity change below about -30%; further: on the % scale 0 is the no-effect control and ±100 the full control effect
#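 HEK293 T-REx cells expressing inducible, force-coupled D1 receptor; no-wash Ca dye, 30–90 min RT. Cmpd → 180 s read at 1 Hz → EC80 DA → 180 s read.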
# TRHR PAM – qHTS for Small Molecule Agonists and Allosteric Enhancers of Human TRH Receptor: Primary Screen for Enhancers. Thyrotropin-releasing hormone receptor (Homo sapiens), P34981. TRHR cells, fluo-8 calcium fluorescence, EC20 TRH enhancement. enhancement, % at 2 µM. 0.66% of 360,000 active; in the data active means enhancement above about 30%; further: 0% is about no effect
# Target sequence (P34981 whole entry, looked up): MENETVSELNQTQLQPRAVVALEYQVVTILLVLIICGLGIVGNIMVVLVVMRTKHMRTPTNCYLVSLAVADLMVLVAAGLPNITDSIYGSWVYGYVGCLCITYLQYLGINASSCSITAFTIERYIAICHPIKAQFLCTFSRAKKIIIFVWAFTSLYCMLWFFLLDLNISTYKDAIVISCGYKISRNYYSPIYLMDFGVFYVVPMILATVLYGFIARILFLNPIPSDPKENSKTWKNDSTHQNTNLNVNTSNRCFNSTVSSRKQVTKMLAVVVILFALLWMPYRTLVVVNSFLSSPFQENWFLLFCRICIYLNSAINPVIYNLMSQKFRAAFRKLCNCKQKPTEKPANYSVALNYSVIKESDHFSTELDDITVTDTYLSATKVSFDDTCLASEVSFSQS
#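 Enhancer read-out: after compound pinning and an initial kinetic agonist-mode read, an EC20 of TRH (10 nM final) was injected and fluo-8 calcium signal (Ex 480/Em 530) followed at 1 s/cycle for 100 cycles in TRHR-expressing cells.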
# TRHR agonist – qHTS for Small Molecule Agonists and Allosteric Enhancers of Human TRH Receptor: Primary Screen for Agonists. Thyrotropin-releasing hormone receptor (Homo sapiens), P34981. TRHR cells, calcium flux fluo-8, FDSS agonist mode. activation, % at 2 µM. 0.18% of 360,000 active; in the data active means activation above about 30%; further: 0% is about no effect
#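 Fluo-8-loaded TRHR cells; 10 s baseline, compound added, kinetic Ca2+ fluorescence read 1/s, agonist mode.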
# D2 potentiator – HTS Assay for Positive Allosteric Modulators of the Human D2 Dopamine Receptor: Primary Screen for Potentiators; D(2) dopamine receptor (Homo sapiens), P14416; potentiation, % at 10 µM; HEK293 T-REx D2, calcium flux, EC20 dopamine potentiation; 0.34% of 340,000 active;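 active means potentiation over 3 SD above the plate norm, cut at about 30% in these data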; further: 0% is about no effect
# Target sequence (P14416 whole entry, looked up): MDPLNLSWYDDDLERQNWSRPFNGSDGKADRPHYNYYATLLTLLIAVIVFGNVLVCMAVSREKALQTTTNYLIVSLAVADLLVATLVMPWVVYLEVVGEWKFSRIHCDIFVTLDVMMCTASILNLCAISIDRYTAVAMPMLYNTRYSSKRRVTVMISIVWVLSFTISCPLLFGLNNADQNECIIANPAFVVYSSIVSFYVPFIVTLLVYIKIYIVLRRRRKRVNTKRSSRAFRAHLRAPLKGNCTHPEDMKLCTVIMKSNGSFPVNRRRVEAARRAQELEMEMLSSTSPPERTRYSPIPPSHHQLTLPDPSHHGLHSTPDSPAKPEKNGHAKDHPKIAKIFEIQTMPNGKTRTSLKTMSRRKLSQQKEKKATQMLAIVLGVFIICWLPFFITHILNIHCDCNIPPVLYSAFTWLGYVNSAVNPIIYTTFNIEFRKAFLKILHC
#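 Tetracycline-induced HEK293 T-REx cells force-coupled to calcium signalling expressed D2; compounds were pin-added after a 10 s baseline, read kinetically 180 s, then an EC20 dopamine challenge followed with a further 180 s calcium read.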
# RXFP1 antagonist – qHTS Assay for Antagonists of the Relaxin Receptor RXFP1; activity change, negative = inhibition, % at 57.5 µM; 0.59% of 350,000 active; HEK293-RXFP1, relaxin-stimulated cAMP HTRF, 30 min; hits give low values; AID 1259400, 2018; Relaxin receptor 1 (Homo sapiens), Q9HBX9;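 active means activity change of -60% or lower, but not beyond a set lower limit; inconclusive means change between -60% and -40%, or beyond the set limit; inactive means change above -40%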; further: on the % scale 0 is the no-effect control and ±100 the full control effect
# D1 PAM – Potentiators of Human D1 Dopamine Receptor: qHTS; HEK293 TREx D1 cells, calcium flux, dopamine EC20 potentiation; potentiation, % at 10 µM; 0.036% of 360,000 active; AID 504651, 2011; in the data active means potentiation above about 30%; further: 0% is about no effect
# RXFP1 agonist – qHTS Assay for Agonists of the Relaxin Receptor RXFP1; Relaxin receptor 1 (Homo sapiens), Q9HBX9; Potency, µM (doses to about 57.5 µM), for the others: at the highest dose activation, usual class: activators; HEK293T-RXFP1 cAMP TR-FRET, 30 min; response scale: percent of porcine relaxin response, buffer zero; 0.3% of 370,000 active; further: potency means the concentration at half of the fitted maximal effect; on the % scale 0 is the no-effect control and ±100 the full control effect; nearly all actives have a fitted effect of over 60% in size; many of its hits are not listed in these tables
#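 HEK293 cells stably expressing RXFP1, treated 30 min at 37C with compounds plus PDE4 inhibitor Ro 20174; cAMP measured by HTRF TR-FRET. Normalized to buffer and 29 nM porcine relaxin; EC50 by Hill fit.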
# D1 agonist – Allosteric Agonists of the Human D1 Dopamine Receptor: qHTS | AID 504660, 2011 | D(1A) dopamine receptor (Homo sapiens), P21728 | activation, % at 2 µM | HEK293 T-REx D1 cells, calcium flux, agonist mode | 1% of 360,000 active; in the data active means activation above about 30%; further: 0% is about no effect
#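 Inducible HEK293 T-REx D1 cells, force-coupled to calcium signalling, were plated at 4000 cells/well with tetracycline and held overnight at 30 C. After no-wash calcium dye loading, compound-evoked calcium rise over 180 s flagged agonists.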
# Apoferritin bind – qHTS Assay for Identification of Novel General Anesthetics. AID 485281, 2010. 0.074% of 350,000 active. Ferritin light chain (Equus caballus), P02791. Potency, µM (series often up to 77.5 µM), without a hit: at the top dose activity change, negative = displacement, hits mostly inhibitors. apoferritin/1-aminoanthracene competitive binding, fluorescence; further: potency means the concentration at half of the fitted maximal effect; on the % scale 0 is the no-effect control and ±100 the full control effect; nearly all actives have a fitted effect of over 20% in size
# Target sequence (P02791 2-175 limits assumed): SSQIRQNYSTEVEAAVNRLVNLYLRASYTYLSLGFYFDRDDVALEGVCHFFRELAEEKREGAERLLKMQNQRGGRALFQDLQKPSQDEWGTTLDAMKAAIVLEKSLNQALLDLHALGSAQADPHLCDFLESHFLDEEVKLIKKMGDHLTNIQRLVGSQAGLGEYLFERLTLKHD
#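 Horse-spleen apoferritin (10 uM) in 50% saturated 1-aminoanthracene in PBS was incubated 10 min at room temperature with compound. Fluorescence (ex 380, em 535 nm) was normalized to free and bound 1-AMA, with concentration-response fitted by a four-parameter Hill equation.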
# * marks the source's active call; other numbers are inactive results; ? = inconclusive; · = no result given; [ ] = dose if it differs, or a comment. Unless noted, the call rests on the fitted dose curve; in most records, active means well fitted curve in the direction sought with a large enough effect; inconclusive means small, poorly fitted or top-dose-only effect, or another doubt; inactive means no such curve, though single readings can be large; an effect the other way counts as inactive or inconclusive. A portion of the library, so the mix of outcomes need not match the whole.
SMILES,D1 antag,TRHR PAM,TRHR agonist,D2 potentiator,RXFP1 antagonist,D1 PAM,RXFP1 agonist,D1 agonist,Apoferritin bind
CCOc1cccc(NC(=O)C2CC(=O)N(C)C(=Nc3cccc(F)c3)S2)c1 (configuration not stated),2,0,1.0,12,-22,-5,-2.4%,2,-19%
Cc1c(N=C/C=C/c2ccccc2)cnn1C,2,-1,-0.2,1,-4,14,0.2%,2,-17%
Cc1ccc(C(=O)Nc2ccc3oc(-c4cccnc4)nc3c2)c(Cl)c1,-4,-2,-0.3,15,-2,-1,-11%,-2,-2%
N/C(=N\O)c1ccc(NC(=O)c2ccc(Br)o2)cc1,4,0,0.2,-4,-5,3,-0.7%,1,5%
Cc1ccc(C2=CSC3=NNC4(CCCCC4)NN23)cc1,29,4,0.7,10,1,-4,-0.4%,2,-22%
CCOC(=O)c1ccc(NC(=O)N2CCN(c3ccccc3OC)CC2)cc1,-14,9,-0.5,0,0,-1,3.9%,6,-11%
CCC(=O)N1CCc2cc(S(=O)(=O)N(C)c3ccc(OC)cc3OC)ccc21,-4,5,-0.1,-15,-4,-5,-2.5%,0,0%
COc1ccc(N2CCN(C3CCCN(C(=O)CN4CCCCC4=O)C3)CC2)cc1 (configuration not stated),-3,0,0.2,5,9,1,-0.9%,1,-7%
CS(=O)(=O)N(CC(=O)Nc1cccc(Br)c1)Cc1ccccc1,-2,-2,-0.5,11,?,-4,0.5%,5,-15%
O=C(O)c1cc(-c2ccc(-c3ccc(F)cc3)o2)nc2ccccc12,5,2,0.5,1,10,-6,28%,1,194%[activator]
COc1ccc(OC)c(-n2c(-c3ccc(C)cc3)n[nH]c2=S)c1,0,1,-0.4,-5,-23,1,28%,3,-5%
Cc1ccc(CN2CCN(Cc3cccn3-c3ccccn3)CC2CCO)cc1 (configuration not stated),16,-1,-1.1,-18,1,-3,0.3%,-1,-8%
CC(=O)Nc1cccc(NC(=O)CCn2cnc3cc(C)c(C)cc32)c1,-19,5,-0.1,11,-6,-4,3.0%,1,-9%
Cc1ccc(C)c(N(CC(=O)NC(C)(C)C)C(=O)CNC(=O)c2cccs2)c1,17,18,0.0,9,7,0,0.9%,1,-1%
COc1ccc(NC(=O)NC23CC4CC(CC(C4)C2)C3)cc1OC,-11,9,-0.2,-7,-15,1,0.9%,2,-15%
COc1cc(C(=O)Nc2ccc(S(=O)(=O)N3CCc4ccccc43)cc2)cc(OC)c1OC,·,1,0.6,2,-15,-4,1.1%,5,6%
CC(C)(C)c1ccc(CCC(CC(=O)O)CC(=O)O)cc1,-1,-6,1.6,-4,4,-5,1.8%,2,-8%
COc1ccccc1NC(=O)Nc1nc(CC(=O)NCc2c(F)cccc2F)cs1,-2,-6,-1.2,-7,-38,-3,1.6%,0,·
Cc1cc(C)n(CCCNC(=O)C2CCC(=O)N(CCc3ccc(Cl)cc3)C2)n1 (configuration not stated),-4,-15,-0.3,6,17,-1,2.1%,0,-3%
Cc1noc(C)c1COc1ccccc1C(=O)N(C)Cc1ccc(C(C)(C)C)cc1,-36*,-9,2.0,-1,-34,-11,-2.1%,13,·
COCCCNC(=O)Cn1c(=O)n(CC(=O)N2CCCCC2)c(=O)c2sccc21,-4,-1,1.4,12,-17,3,-0.2%,2,4%
CC1(C)CN=C(N(C(=O)Nc2ccccc2)c2ccccc2F)S1,-9,-3,1.1,3,-10,-7,2.2%,10,-8%
C/C=C/C(=O)OCC(=O)Nc1nc2ccc(C)cc2s1,-1,-11,0.0,·,-30,-2,2.0%,0,-2%
O=C(/C=C/c1ccccc1)NC1CCS(=O)(=O)C1 (configuration not stated),-16,-4,-0.6,-1,-8,-1,1.5%,0,-5%
O=C(CCNC(=O)c1ccc(Cl)cc1)Nc1cccc(S(=O)(=O)N2CCCCC2)c1,6,-5,-0.8,-14,-4,1,1.9%,0,·
COc1ccc(NS(=O)(=O)c2cnc[nH]2)cc1,14,-3,0.2,-2,-10,-1,0.1%,-1,1%
O=C1CCc2cc(S(=O)(=O)N3CCN(c4cccc(C(F)(F)F)c4)CC3)ccc2N1,2,-4,0.4,-7,-4,7,0.7%,2,-18%
CCc1ccccc1NC(=O)Cn1c2ncccc2c(=O)n1-c1ccccc1,-45*,25,-0.5,-8,4,-8,1.4%,5,-7%
O=C(COC(=O)/C=C/c1ccccc1[N+](=O)[O-])NNC(=O)c1ccc(F)cc1,-6,5,-0.2,4,-7,-3,0.1%,3,·
COc1ccc(NC(=O)CN(C)C(=O)c2cc3c(cc2Cl)N2CCCCCC2=NS3(=O)=O)cc1,2,-3,-0.9,-3,3,-1,0.4%,1,·
Cc1cc(C)c(NC(=O)CSc2nc(=O)n(CCN3CCOCC3)c3c2CCCC3)c(C)c1,-4,-7,-0.3,-7,-15,-3,1.4%,4,·
Cc1sc2nc(C3CC3)nc(SCC(=O)N3CCc4ccccc4C3)c2c1C,19,8,-0.7,-3,-5,2,0.8%,-1,7%
CCC(C)c1ccc(OCC(=O)Nc2ccc(Cl)cn2)cc1 (configuration not stated),-11,-8,1.7,-4,-15,3,0.2%,9,?
CCN1CCN(Cc2nc3c(c(=O)[nH]c(=O)n3C)n2Cc2ccccc2Cl)CC1,1,4,0.3,-3,4,1,-0.2%,1,16%
CCC1(O)c2ccccc2-c2ncccc21 (configuration not stated),8,2,-0.3,10,3,-4,3.3%,1,-13%
COCCN=c1scc(-c2cccs2)n1/N=C/c1ccc(O)c(O)c1O,8,3,-0.9,-20,?,1,-1.0%,2,-21%
CCCC(C)NC(=O)COc1ccc(Sc2ccc(OCC(=O)NC(C)CCC)cc2)cc1 (configuration not stated),-13,-10,2.0,-2,0,-7,0.1%,30,-5%
Cn1ccnc1SCC(=O)c1ccc(OC(F)F)cc1,3,16,0.3,6,3,-1,0.3%,-1,-4%
CN1CC(=O)Nc2ccc(F)cc2C1=O,-6,3,0.3,-15,4,-3,1.9%,2,-2%
COC(=O)c1sccc1NC(=O)Nc1ccc(OC)cc1OC,-3,19,-0.9,-7,6,-7,1.9%,2,-13%
Cc1c(NC(=O)c2cc(-c3cccc(O)c3)on2)c(=O)n(-c2ccccc2)n1C,-10,6,1.5,-1,-7,-1,0.4%,-1,-6%
Cc1ccc(C(=O)OCCN(C)Cc2ccccc2)cc1,1,-1,-0.3,-19,-11,-4,3.2%,-1,-4%
CC(=O)Nc1nc2c(c3c1c(=O)oc1ccccc13)CCCC2,6,1,-0.6,2,·,-4,2.2%,-1,3%
COc1ccc(OCC(O)CN(CCO)CC(O)Cn2ccc3ccccc32)cc1 (configuration not stated),-19,1,0.2,8,-64*,4,1.0%,1,-8%
CC1(C)CC(=O)C=C(Nc2ccccc2O)C1,-1,5,0.8,12,4,1,-4.4%,4,-9%
COc1cc(/C=N/O)ccc1OCc1ccc([N+](=O)[O-])cc1,-35*,-5,0.0,-8,-2,-5,0.9%,1,-9%
COc1cc(OC)c(OC)cc1/C=N/NC(=O)CSc1ccccc1F,3,2,-0.6,-2,-4,-5,4.0%,2,8%
O=C1Nc2ccccc2N(O)N1c1ccc(Cl)cc1,-2,3,-0.2,-1,-3,-3,-0.2%,2,-5%
Cc1ccc(S(=O)(=O)NC(=O)NC(=O)N(C)S(=O)(=O)c2ccc(C)cc2)cc1,10,5,-0.3,-5,-5,0,5.5%,2,-8%
CC(C)N(C(=O)CSc1nnc(-c2cc3ccccc3cc2O)n1Cc1ccco1)C(C)C,2,3,-0.9,7,-16,-4,-0.4%,3,-16%
CCc1cccc(CC)c1NC(=O)CN1CCc2cc(OC)c(OC)cc2C1,6,-4,-0.5,2,·,-1,1.3%,1,4%
Cc1ccc(NC(=S)N(Cc2cccs2)Cc2cc3cc(C)cc(C)c3[nH]c2=O)cc1,3,2,-1.0,6,10,4,-0.5%,3,3%
Cc1c(Cl)cccc1NC(=O)C1CCN(S(C)(=O)=O)CC1,5,1,-0.1,-6,-4,-1,-0.6%,1,-9%
Cc1nc(CNS(=O)(=O)c2cc(F)ccc2F)cs1,-11,2,0.5,4,-17,-2,1.5%,-1,0%
COc1ccc(OC)c2sc(N3CCN(C(=O)c4ccc([N+](=O)[O-])s4)CC3)nc12,-12,3,-0.6,6,2,1,-0.2%,1,·
Cn1c2ccccc2c2cc(/C=N/NC(=O)c3ccc(O)cc3O)ccc21,-1,-2,-0.2,23,-3,-1,3.2%,1,89%[activator]
O=C(CC(=O)c1cc(Cl)ccc1O)c1ccccc1,6,0,-0.1,-4,-20,-2,1.4%,-2,-10%
CCc1nnc(NC(=O)C(=O)NCCOC(=O)c2ccccc2Cl)s1,2,-3,-0.6,0,-5,-3,4.7%,0,-10%
COc1ccc(C(=O)OCCc2sc[n+](CC(=O)c3ccccc3)c2C)cc1,2,-2,0.3,·,9,-12,2.2%,-1,-13%
O=C(CSc1nccc(=O)[nH]1)c1c[nH]c2ccccc12,5,-5,0.5,-2,-9,4,-2.2%,2,-2%

# Carrying on.
SMILES,D1 antag,TRHR PAM,TRHR agonist,D2 potentiator,RXFP1 antagonist,D1 PAM,RXFP1 agonist,D1 agonist,Apoferritin bind
O=C(CSc1nnc(NC(=O)c2ccco2)s1)NC1CCCCC1,-4,5,0.3,5,7,-4,0.3%,1,-2%
CC(Sc1nccn1C)C(=O)Nc1ccccc1 (configuration not stated),-4,0,0.6,-2,5,-1,-4.3%,2,-5%
COc1cccc(N/C(SCc2ccccc2Cl)=C(/C#N)C(=O)NCc2cccs2)c1,-15,-8,2.1,-8,·,-11,-0.5%,22,0%
O=C(COc1ccccc1)Nc1nonc1NC(=O)COc1ccccc1,7,5,-1.0,0,-12,-2,0.9%,2,-4%
